Bioassay records deposited in PubChem by National Center for Advancing Translational Sciences (NCATS).
Epigenetic derep: Quantitative High-Throughput Screen for Regulators of Epigenetic Control. 280,000 tested, 0.2% active. Potency, µM (titrated, usually from 53.9 µM), for the others: at the top dose GFP activation, hits mostly activators. murine LDR cells, GFP reporter derepression, 30 h; also: potency is read from the fitted curve at half-maximal effect; % of control where 0% means no effect; nearly all actives have a fitted effect of over 60% in size
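Murine LDR cells carrying a silenced, genomically integrated CMV-driven GFP reporter were exposed to compound for 30 hours at 37 C. After PBS washes, GFP-positive cells (20–120 um objects) were counted by laser-scanning microplate cytometry.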
Lamin A splicing: qHTS Assay for Modulators of Lamin A Splicing | HeLa LMNA splicing GFP/RFP minigene ratio, 48 h | 200,000 tested, 0.01% active | Potency, µM (top dose mostly 46.1 µM), for the others: at the top dose ratio change, negative = inhibition, actives largely listed as inhibitors; active = well fitted inhibition curve with a large enough effect in the signal ratio, with a control signal flat, not every such curve was filed as active; inconclusive = small, poorly fitted or top-dose-only effect, or effect the other way, or a change in a side signal; the % refers to the signal ratio; also: potency is read from the fitted curve at half-maximal effect; % is scaled to controls: 0 for no effect and ±100 for the full control effect
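Read-out is the ratio of GFP to DsRed2 object intensity, acquired by 488 nm laser-scanning cytometry on HeLa lamin A-EGFP minigene reporter cells. Compound incubation 48 hrs at 37 °C in Opti-MEM with 2% FBS; DMSO 0.5% final.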
CBFb RUNX1 block: qHTS Assay for Compounds Blocking the Interaction Between CBF-beta and RUNX1 for the Treatment of Acute Myeloid Leukemia. Runt-related transcription factor 1 (Homo sapiens) + Core-binding factor subunit beta …. AlphaScreen CBFb-His/RUNX1-biotin binding, biochemical. Potency, µM (doses to about 59.8 µM), for the others: at the top dose activity, negative = inhibition, actives largely listed as inhibitors. 230,000 tested, under 10 active; also: % of control where 0% means no effect
Target sequence (Q01196 whole entry, looked up): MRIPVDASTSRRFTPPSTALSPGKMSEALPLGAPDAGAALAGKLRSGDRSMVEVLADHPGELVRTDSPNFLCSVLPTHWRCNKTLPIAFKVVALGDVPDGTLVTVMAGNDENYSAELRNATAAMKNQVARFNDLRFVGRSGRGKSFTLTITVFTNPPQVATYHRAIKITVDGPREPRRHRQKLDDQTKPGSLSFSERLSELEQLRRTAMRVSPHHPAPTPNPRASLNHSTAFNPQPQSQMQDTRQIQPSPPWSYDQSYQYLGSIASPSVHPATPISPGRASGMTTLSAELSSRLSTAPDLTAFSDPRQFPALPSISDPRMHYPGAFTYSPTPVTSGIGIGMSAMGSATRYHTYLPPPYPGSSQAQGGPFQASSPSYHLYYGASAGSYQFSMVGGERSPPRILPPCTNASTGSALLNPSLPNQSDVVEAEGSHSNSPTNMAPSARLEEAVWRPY
Target sequence (Q13951 whole entry, looked up): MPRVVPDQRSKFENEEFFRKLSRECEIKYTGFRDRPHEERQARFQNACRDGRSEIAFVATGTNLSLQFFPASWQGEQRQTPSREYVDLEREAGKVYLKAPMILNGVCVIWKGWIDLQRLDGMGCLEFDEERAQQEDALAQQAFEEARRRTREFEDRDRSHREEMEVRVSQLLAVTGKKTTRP
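Room-temperature protein-protein interaction test with 30 nM each of His-tagged CBF-beta and biotinylated RUNX1, 15 min with compound, then 90 min with nickel plus streptavidin beads. Signal read in AlphaScreen mode.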
aGal spleen mod: qHTS Assay for Inhibitors and Activators of Human alpha-Galactosidase From Spleen Homogenate. Alpha-galactosidase A (Homo sapiens), P06280. human spleen homogenate, 4MU-alpha-Gal fluorescence, 40 min. Potency, µM (highest dose often 80 µM), without a hit: top-dose activity change, negative = inhibition, most hits filed as inhibitors. 240,000 tested, 0.008% active. AID 2107, 2009;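 also: potency is read from the fitted curve at half-maximal effect; 0% = enzyme with vehicle and -100% = no enzyme basal signal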
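Spleen homogenate 1 ug + cpd (titration) + 4-MU-alpha-D-galactopyranoside 1 mM; 37C 40 min; 50 mM citrate/phosphate pH 5.0, 0.01% Tween-20; stop pH 10; fluorescence 365/440; AC50 via Hill.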
KinaseGlo FLuc: Counterscreen for Luciferase (Kinase-Glo TM) Inhibition; Kinase-Glo luciferase, ATP luminescence, 8 min; Potency, µM (highest dose often 38.3 µM), without a hit: top-dose activity change, negative = inhibition, hits mostly inhibitors; 200,000 tested, 0.28% active; also: potency is read from the fitted curve at half-maximal effect; % is scaled to controls: 0 for no effect and ±100 for the full control effect; nearly all actives have a fitted effect of over 60% in size
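Light output from Kinase-Glo luciferase with luciferin and 10 uM ATP in 50 mM imidazole pH 7.2, KCl, MgCl2, Tween 20, BSA; compound pin-delivered, 8-min ambient incubation, then luminescence read.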
NPSR antag: qHTS Assay for Antagonists of the Neuropeptide S Receptor: cAMP Signal Transduction. CHO-NPSR cells, cAMP TR-FRET, antagonist mode. Potency, µM (doses to about 38.3 µM), for inactives: at the top dose activity change, negative = inhibition, most hits filed as inhibitors. AID 1461, 2008. Q6W5P4. 220,000 tested, 1% active; also: potency is read from the fitted curve at half-maximal effect; % is scaled to controls: 0 for no effect and ±100 for the full control effect; nearly all actives have a fitted effect of over 50% in size; many of its hits are not listed in these tables
Target sequence (Q6W5P4 whole entry, looked up): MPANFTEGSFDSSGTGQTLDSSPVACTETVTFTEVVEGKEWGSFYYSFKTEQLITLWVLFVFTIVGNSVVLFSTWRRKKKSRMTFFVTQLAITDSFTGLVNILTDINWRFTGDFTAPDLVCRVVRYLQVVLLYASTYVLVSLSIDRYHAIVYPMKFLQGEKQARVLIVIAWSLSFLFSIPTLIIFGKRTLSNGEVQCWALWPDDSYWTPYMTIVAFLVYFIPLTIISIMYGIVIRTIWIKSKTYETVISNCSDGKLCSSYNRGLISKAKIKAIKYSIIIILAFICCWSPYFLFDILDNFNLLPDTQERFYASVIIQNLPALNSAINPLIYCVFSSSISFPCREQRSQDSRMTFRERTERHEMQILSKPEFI
IMPase Li inh: qHTS Assay for Identifying the Cell-Membrane Permeable IMPase Inhibitors: Potentiation with Lithium; CHO-M1 cells, IP1 TR-FRET (IP-One), carbachol + lithium; Potency, µM (top dose mostly 59.4 µM), inactives show at the highest dose activity, negative = IMPase inhibition, most hits filed as inhibitors; 210,000 tested, 0.35% active; AID 1457, 2008;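 also: IP1 builds up when IMPase is blocked and the TR-FRET signal falls; potency is read from the fitted curve at half-maximal effect; plate controls were basal vehicle for no effect and high inhibitor control for full effect; nearly all actives have a fitted effect of over 50% in size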
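Lithium-sensitised IP1 accumulation assay; M1-expressing CHO cells treated 30 min at 37C with compound. Competitive antibody detection by time-resolved FRET followed a 10 min room-temperature lysis step.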
* marks the source's active call; other numbers are inactive results; ? = inconclusive; . = no result given; [ ] = dose if it differs, or a comment. Unless noted, calls follow the shape of the dose curve; as a rule, active = well fitted curve in the direction sought with a large enough effect; inconclusive = small, poorly fitted or top-dose-only effect, or another doubt; inactive = no such curve, though single readings can be large; an effect the other way counts as inactive or inconclusive. A portion of the library, so the mix of outcomes need not match the whole.

SMILES | Epigenetic derep | Lamin A splicing | CBFb RUNX1 block | aGal spleen mod | KinaseGlo FLuc | NPSR antag | IMPase Li inh
COc1ccc(NC(=O)Cn2cnc3c(nnn3-c3ccc(C)cc3)c2=O)cc1 | -5.1% | . | -1% | 7% | 1% | 16% | -3%
O=C(CSc1nc2ccccc2o1)NC1CCCC1 | 7.1% | . | -1% | 5% | 3% | -1% | -4%
CC(=O)C1=C(c2ccccc2)OC(N)=C(C#N)C1c1ccccc1F (centres undefined) | 2.3% | -11% | 5% | 0% | 1% | -10%[46.1 µM] | 8%
COc1ccc(/C=C(/NC(=O)c2ccc(OC)c(OC)c2)C(=O)NCCc2c[nH]c3ccccc23)cc1 | -1.9% | -8% | 2% | 10% | -1% | 4% | -10%
Cc1ccccc1/C(N)=N/OC(=O)N1c2ccccc2Sc2ccccc21 | 2.9% | -10% | -15% | 10% | 2% | ? | 2%[38.3 µM]
Cc1cc(S(=O)(=O)Nc2nc(CN3CCOCC3)nc3sc4c(c23)CCCC4)ccc1F | 0.7% | -5% | -5% | -5% | -3% | -17%[46.1 µM] | -19%[38.3 µM]
CC1=NNC(=O)/C1=C\c1cn(-c2ccccc2)nc1-c1ccc(F)cc1 | ? | ? | -8% | 1% | 0% | -53% | 21%
CC(=O)NCCc1nc2cc(NC(=O)c3cccs3)ccc2n1C | 0.1% | ? | -3% | 5% | -6% | 14% | -2%
O=C(NC(C(=O)c1ccccc1)N1CCOCC1)c1ccccc1 (centres undefined) | 0.0% | 3% | 5% | -7% | 2% | -8%[46.1 µM] | -6%[38.3 µM]
Cc1ccc(Cl)c(OCCN2CCCC(C)C2)c1 (centres undefined) | -9.6% | -6% | -4% | -1% | -3% | -21% | 7%
COC(=O)CSc1nc2cc(OC)ccc2n1C | -1.4% | . | -7% | -3% | . | 2%[7.67 µM] | .
CCOCCCNCc1ccc(OC)cc1 | 0.0% | 9% | -7% | -2% | -2% | 5%[46.1 µM] | 43%[activator][38.3 µM]
COc1ccc(C=NCCCN2CCOCC2)cc1 | -2.0% | -5% | 5% | 7% | -1% | 2%[46.1 µM] | -2%
CN(C)c1ccc(C2CC(c3ccccc3)=Nc3nc(-c4ccccc4)cn32)cc1 (centres undefined) | 1.0% | 1% | -17% | -7% | -3% | -27% | -6%
CCN(C1CCCCC1)S(=O)(=O)c1ccc(S(=O)(=O)N(CC(=O)Nc2ccccc2)C2CC2)cc1 | 2.2% | 5% | 4% | 4% | -2% | -26%[46.1 µM] | 28%[38.3 µM]
CCCNC(=O)NCc1ccc(N2CCCC2=O)cc1 | 1.2% | 5% | 4% | 0% | -1% | -4%[46.1 µM] | -8%[38.3 µM]
O=C(CSc1ncc(-c2ccccc2)nn1)NCc1ccco1 | -1.1% | 12% | 3% | -5% | 0% | -3%[46.1 µM] | 23%[38.3 µM]
CN1C(=O)C2ON(c3ccccc3)C(c3cccs3)C2C1=O (centres undefined) | 0.1% | 8% | 3% | -1% | -1% | 4%[46.1 µM] | 10%[38.3 µM]
CCCCCN1C=CC=C/C1=C\C=C(C#N)C#N | -1.6% | . | -1% | 13% | . | ? | .
CCN1C(=O)c2ccccc2S(=O)c2ccc(C(=O)NC3CC3)cc21 (centres undefined) | 4.9% | -1% | -23% | 2% | 2% | -3% | -3%
CCCc1nc2c(nnn2Cc2ccccc2Cl)c(=O)[nH]1 | -6.8% | . | 4% | -4% | -1% | 14% | 16%
CCOC(=O)c1c(C2COc3ccccc3O2)csc1NC(=O)c1ccco1 (centres undefined) | -0.1% | 5% | 27% | 2% | -1% | -11%[46.1 µM] | 40%[activator][38.3 µM]
Cc1nn(C)cc1/C=N/NC(=O)Cn1nccc1C | 1.9% | 6% | -25% | 0% | -1% | 17% | -2%
O=C(NC1=NCCS1)c1ccc(Cl)c(S(=O)(=O)N2CCCC2)c1 | 0.0% | . | -2% | 3% | . | 5% | 7%
CCOC(=O)C(C)Sc1nc(=O)n2ccccc2n1 (centres undefined) | 11% | . | 18% | -15% | -1% | 4% | -3%
Cn1ncc(N=Cc2ccccc2)c1C(N)=O | -1.0% | 9% | 3% | -9% | 20% | 4%[46.1 µM] | 22%[38.3 µM]
Nn1c(SCC(=O)Nc2ccc(F)cc2F)nnc1-c1cccnc1 | -1.0% | 4% | 6% | 1% | . | -2%[46.1 µM] | .
CCOc1ccccc1OCCOCCOc1ccccc1[N+](=O)[O-] | -1.9% | ? | 3% | 1% | 0% | 4% | 3%
COCCNc1ccc(S(=O)(=O)N2CCCC2)cn1 | -5.1% | -22%[46 µM] | 9% | 5% | -1% | 19% | -4%
COc1ccc(S(=O)(=O)c2ccc(OC)c(OC)c2)cc1OC | -5.7% | -5% | 3% | -4% | . | -1%[46.1 µM] | .
COc1cc(C(=O)NCC(=O)n2nc(C)cc2C)cc(OC)c1OC | -1.0% | -9% | 3% | 0% | -6% | 3%[46.1 µM] | 2%[38.3 µM]
CCC1SC2=NCN(c3ccccc3)CN2C1=O (centres undefined) | 1.1% | 12% | -10% | -2% | -2% | 0%[46.1 µM] | -10%[38.3 µM]
COc1ccccc1NC(=O)Cn1c(O)c(N=NC(=O)c2ccccc2O)c2ccccc21 | -0.2% | . | -27% | -4% | -10% | -23% | -3%
CCOC(=O)c1c(/N=C/c2cccc([N+](=O)[O-])c2O)sc2c1CCC2 | -0.1% | . | -15% | -14% | . | 16% | .
CCNc1ccc(S(=O)(=O)N(C)C)cc1NCC(=O)Nc1ccccc1F | -1.8% | -9% | -7% | -6% | 1% | 3% | 2%
CC(C)n1cnc2cc(NCc3ccccn3)ccc21 | 3.2% | 15% | -30% | 1% | -5% | ? | 33%[38.3 µM]
CC(=O)NCCc1ccc(S(=O)(=O)N2CCCC2)cc1 | 2.7% | 8% | -6% | 9% | -6% | -2%[46.1 µM] | -5%[38.3 µM]
CCNc1nc(NC(C)(C)C)nc(SCC(N)=O)n1 | 1.3% | -1%[46 µM] | 5% | 8% | 6% | 16% | -2%
CC(c1cccs1)N(C(=O)Nc1ccccc1)C1CCCCC1 (centres undefined) | 0.0% | 5% | 4% | -5% | -2% | -3%[46.1 µM] | 17%[38.3 µM]
COC(=O)c1ccc(C(NC(=O)OCc2ccccc2)/C(C)=C/[C@@H](C)C(=O)NCc2cc(F)cc(F)c2)cc1 (some centres undefined) | -0.4% | . | 13% | 4% | 0% | . | 8%
Cc1cccc(NC(=O)Cn2cnc3ccc(S(=O)(=O)N4CCC(C)CC4)cc3c2=O)n1 | 0.0% | 7% | 0% | 3% | -3% | -19%[46.1 µM] | 1%[38.3 µM]
N#Cc1cccc(-c2nc3cnc(N4CCOCC4)nc3n(C3CC3)c2=O)c1 | . | 2% | . | ? | . | . | -1%
O=C(OC(C(=O)NCC1CCCO1)c1ccc(F)cc1)c1ccco1 (centres undefined) | -1.0% | 1% | 1% | -1% | 0% | 1%[46.1 µM] | 19%[38.3 µM]
CC(=O)Oc1ccc(C(=O)Nc2cccc(C(=O)NC(C)(C)C)c2)cc1 | -3.9% | ? | 11% | 1% | 10% | -5% | 2%
Cc1cc(C)cc(-n2c(C)cc(/C=N/NC(=O)c3cccc([N+](=O)[O-])c3C)c2C)c1 | 0.9% | -16% | -23% | -5% | -4% | -23%[46.1 µM] | 63%[activator][38.3 µM]
CCOC(=O)C1=C(CNCCOc2ccc(OC)cc2)NC(=O)NC1c1ccc2c(c1)OCO2 (centres undefined) | -2.2% | . | 12% | 10% | -2% | -16% | 33%[activator]
N/C(=N\c1nc2ccccc2o1)NC(=O)c1ccccc1 | -1.6% | -5% | 0% | 2% | 2% | -13%[46.1 µM] | -1%[38.3 µM]
COc1cccc(C2=NCCc3cc4c(cc32)OCO4)c1OC | -0.2% | 0% | 3% | 3% | 0% | 8% | -7%
Cc1cc(Cl)ccc1OCCCC(=O)NCc1ccccn1 | -5.4% | . | 0% | 0% | -2% | -2% | -1%
COc1ccc(NC(=O)COC(=O)/C=C/c2ccc(OC)c(S(=O)(=O)N3CCOCC3)c2)cc1 | 0.0% | -23% | -2% | -4% | -3% | 3% | 9%
CC(C)(C)OC(=O)NCC(=O)Oc1cc2oc(=O)cc(-c3ccccc3)c2cc1Cl | 0.0% | ? | 19% | 5% | -3% | -1% | -11%
CC1SC(=NC(=O)c2ccncc2)NC1=O (centres undefined) | 3.0% | 31%[46 µM] | 4% | -1% | -1% | 3% | 3%
CN(C)/C=N/c1sc2c(c1C#N)CCCCC2 | 3.8% | ? | -14% | -4% | 0% | -3% | -3%
CCOC(=O)C(C)Sc1nc2c(c(=O)[nH]c(=O)n2C)n1Cc1ccc(Cl)cc1 (centres undefined) | 0.0% | -2% | 4% | 8% | 2% | -24%[46.1 µM] | 22%[38.3 µM]
COc1ccc(CC(=O)NCc2ccccc2Cl)cc1S(=O)(=O)N1CCOCC1 | 1.5% | 5% | 1% | 1% | 9% | -14%[46.1 µM] | -11%[38.3 µM]
CCOP(=O)(O)c1ccccc1OCCOc1ccccc1P(=O)(O)OCC | -7.9% | -1% | 1% | 12% | -5% | -3%[46.1 µM] | -8%[38.3 µM]
Cc1sc2nc3n(c(=O)c2c1C)CCCS3 | 0.0% | 7% | 4% | 2% | 3% | 0%[46.1 µM] | 25%[38.3 µM]
CC(C)(C)NC(=O)C(c1ccc(O)cc1)N(C(=O)CCC(=O)Nc1nccs1)c1ccccc1F (centres undefined) | 0.1% | 10%[46 µM] | -3% | -7% | 0% | 4% | 0%

Another view of 2 compounds above.
CC(=O)NCCc1nc2cc(NC(=O)c3cccs3)ccc2n1C
  Epigenetic derep = 0.1%
  Lamin A splicing = ?
  CBFb RUNX1 block = -3%
  aGal spleen mod = 5%
  KinaseGlo FLuc = -6%
  NPSR antag = 14%
  IMPase Li inh = -2%
O=C(NC(C(=O)c1ccccc1)N1CCOCC1)c1ccccc1 (centres undefined)
  Epigenetic derep = 0.0%
  Lamin A splicing = 3%
  CBFb RUNX1 block = 5%
  aGal spleen mod = -7%
  KinaseGlo FLuc = 2%
  NPSR antag = -8%[46.1 µM]
  IMPase Li inh = -6%[38.3 µM]
